CHO parental Ca = counter-screen: ATP calcium response change in parental CHO cells. parental CHO-K1, ATP-induced calcium, Fluo-8 fluorescence. inhibition, % at 5.6 µM. 330,000 tested, 0.63% active;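 active = inhibition above that plate's mean sample inhibition plus 3 SD, cut at about 26% in these data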;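 note: 0% = ATP-challenged DMSO wells and 100% = DMSO wells without ATP; some compounds past the cut are filed as inactive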
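Test system: untransfected parental CHO cell line; also added: ATP stimulus; dosing: 5.6 µM, single dose; signal: calcium-sensitive Fluo-8 fluorescence; measure: percent inhibition of ATP-evoked calcium rise, normalized to controls; benchmarks: low control ATP plus DMSO, high control DMSO only; replication: one well per compound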
TAAR1 ag = human TAAR1 agonism. Q96RJ0. CHO RD-HGA16 TAAR1, Fluo-8 calcium fluorescence; vehicle wells 0%, saturating PEA agonist 100%. activation, % at 3 µM. 360,000 tested, 0.99% active;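 active = activation above the mean activation of all test compounds in the run plus 3 SD, cut at about 38% in these data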
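test system = CHO RD-HGA16 cells carrying human TAAR1 plus Gα16 | schedule = 17-24 h seeding, 75 min 37 °C dye, 30 min RT | compound dosing = 3 µM single concentration | control set = DMSO and PEA EC100 | replicates = n 1 | signal = Fluo-8 fluorescence, 5 s baseline then 140 s kinetic read | measure = percent activation vs PEA EC100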
OXTR potentiator = human OXTR potentiation | CHO-OTR cells, Fluo-8 calcium fluorescence, potentiator mode; 0% = oxytocin EC15, 100% = EC100 | 320,000 tested, 0.061% active | P30559 | activation, % at 3 µM;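 active = activation above that plate's cutoff, the mean activation of tested compounds plus 3 SD, cut at about 6.6% in these data, passing the limit was not always enough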;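 note: 100% uses oxytocin at 75 nM as the full agonist control; some results filed as inactive read as strong as hits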
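test system = CHO-OTR cells, human receptor | compound = single-point 3.0 µM | schedule = 6 min compound pre-incubation at room temperature, 100 s kinetic read | signal = Fluo-8 no-wash calcium dye fluorescence, excitation 470-495 nm, emission 515-575 nm | repeats = single well per compound, singlicate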
M1 ag = agonists of human M1 muscarinic receptor | P11229 | CHO-K1 hM1, Fluo-8 calcium fluorescence, agonist mode; 0% DMSO, 100% acetylcholine EC100 | activation, % at 3 µM | 360,000 tested, 0.33% active;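 active = activation above the run's mean compound activation plus 3 SD, cut at about 16% in these data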;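 note: peak over basal fluorescence ratio within a 140 s kinetic read after compound addition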
Target sequence (P11229 whole entry, looked up): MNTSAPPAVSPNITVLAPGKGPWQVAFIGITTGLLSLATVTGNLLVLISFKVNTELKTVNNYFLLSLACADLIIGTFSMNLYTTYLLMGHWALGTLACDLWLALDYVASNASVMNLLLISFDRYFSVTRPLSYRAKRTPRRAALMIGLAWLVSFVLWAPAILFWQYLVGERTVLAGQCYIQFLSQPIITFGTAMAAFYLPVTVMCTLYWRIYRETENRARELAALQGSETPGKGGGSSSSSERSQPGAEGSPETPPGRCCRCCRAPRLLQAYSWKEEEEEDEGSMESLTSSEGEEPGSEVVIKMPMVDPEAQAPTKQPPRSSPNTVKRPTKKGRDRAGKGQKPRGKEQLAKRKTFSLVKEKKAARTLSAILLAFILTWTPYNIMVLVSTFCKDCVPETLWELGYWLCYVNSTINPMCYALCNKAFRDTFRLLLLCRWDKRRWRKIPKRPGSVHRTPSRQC
OXTR ag = agonists of human oxytocin receptor. activation, % at 3 µM. 320,000 tested, 0.32% active. AID 2435. CHO-OTR cells, Fluo-8 calcium fluorescence; normalized: DMSO 0%, oxytocin 100%;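 active = activation above the mean of all tested compounds plus 3 SD, cutoff set per screening run, cut at about 20% in these data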;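 note: peak over basal fluorescence ratio from a 100 s FLIPR kinetic read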
TAAR1 antag = antagonists of human TAAR1 | 360,000 tested, 1.5% active | inhibition, % at 3 µM | CHO RD-HGA16 TAAR1, Fluo-8 calcium fluorescence, antagonist | Q96RJ0;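 active = inhibition above a per-plate cutoff, the mean inhibition of test compounds on that plate plus 3 SD, cut at about 49% in these data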;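 note: 0% = DMSO plus EC80 beta-PEA response and 100% = DMSO alone without agonist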
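Test system: hTAAR1-expressing CHO RD-HGA16 cells, Gα16-coupled; Probe or stimulus: EC80 β-phenethylamine stimulus; Compound dosing: single nominal final test compound concentration of 3 µM; Timing: 140 s kinetic read after compound, 140 s after agonist; Signal: Fluo-8 calcium-sensitive fluorescence; Measure: % inhibition of agonist calcium response; Controls: DMSO and EC80 PEA controls.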
M1 PAM = positive allosteric modulators of human M1 muscarinic receptor; AID 588819; 360,000 tested, 0.088% active; P11229; CHO-K1 hM1, Fluo-8 calcium fluorescence, ACh EC20; 0% = ACh EC20, 100% = maximal ACh; activation, % at 3 µM; in the data active = activation above about 19%, passing the limit was not always enough
M1 antag = blocks human M1 muscarinic receptor. CHO-K1 hM1, Fluo-8 calcium fluorescence, ACh EC80 antagonist. inhibition, % at 3 µM. 360,000 tested, 1.3% active;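 active = percent inhibition above its own plate's cutoff, namely the mean of that plate's compound wells plus 3 SD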;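 note: peak over basal fluorescence ratio during 140 s after agonist addition; 0% = ACh EC80 plus DMSO and 100% = DMSO alone without agonist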
V1aR counter = activates human V1a receptor in oxytocin agonist counter-screen | 320,000 tested, 0.25% active | CHO-V1R cells, Fluo-8 calcium fluorescence, agonist mode; 0% DMSO, 100% 3 nM vasopressin | P37288 | activation, % at 3 µM;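 active = activation above the mean activation of all tested compounds plus 3 SD, per screening run, cut at about 20% in these data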;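 note: signal is peak over basal fluorescence ratio across a 100 second FLIPR read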
Target sequence (P37288 whole entry, looked up): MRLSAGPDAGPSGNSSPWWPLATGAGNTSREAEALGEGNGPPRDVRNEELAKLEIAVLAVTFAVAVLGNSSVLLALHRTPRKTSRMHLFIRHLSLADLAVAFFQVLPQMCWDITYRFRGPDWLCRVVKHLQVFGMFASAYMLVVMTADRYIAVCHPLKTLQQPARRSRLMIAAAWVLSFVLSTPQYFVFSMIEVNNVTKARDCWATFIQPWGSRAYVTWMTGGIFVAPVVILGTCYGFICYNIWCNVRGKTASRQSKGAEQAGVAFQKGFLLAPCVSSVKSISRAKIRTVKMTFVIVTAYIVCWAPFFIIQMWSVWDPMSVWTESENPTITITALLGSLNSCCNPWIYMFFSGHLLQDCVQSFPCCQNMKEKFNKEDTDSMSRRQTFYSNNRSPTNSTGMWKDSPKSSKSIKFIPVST
An asterisk follows results filed as active; x = not tested or not shown.

Each structure is followed by: CHO parental Ca, TAAR1 ag, OXTR potentiator, M1 ag, OXTR ag, TAAR1 antag, M1 PAM, M1 antag, V1aR counter
CCc1ccc(C(O)c2ncc(-c3ccc(Cl)cc3)[nH]2)cc1 (stereo not given)
    x, 4, x, -3, x, -17, 1, 0, x
CC1(C)NC(=O)N(CC(O)COC2CCCCC2)C1=O (stereo not given)
    -10, 15, -1, -1, 0.1, -5, 1, -11, 0.0
COc1ccc(CN(C)CCCn2ccc(NC(=O)OCc3ccccc3)nc2=O)cc1OC
    x, 1, x, -12, x, -17, 1, -6, x
COc1ccc(OC)c(NC(=O)Cn2nc(C)c3ccccc3c2=O)c1
    -12, 1, -1, 0, 1.0, 3, 9, -18, 1.9
COC(=O)[C@]1(CC(C)C)N[C@H](c2ccc(-c3ccccc3)cc2)[C@@H]2C(=O)N(C)C(=O)[C@@H]21
    -5, 11, 5, -4, 1.5, -5, -5, 6, 0.9
CN(CC(=O)NCc1cccnc1)S(=O)(=O)c1ccccc1
    1, 2, -10, 0, 0.2, -28, 16, -12, 1.6
C[C@H](CO)N1C[C@H](C)[C@@H](CN(C)S(=O)(=O)c2ccccc2)Oc2ccc(NC(=O)NC3CCCCC3)cc2C1=O
    -23, 1, -1, -11, 2.0, -4, -31, 39*, 1.1
O=C1C=CC(=O)N1c1ccccn1
    x, 3, x, -2, x, -12, -1, -4, x
COc1ccc(CCNc2nc(=O)[nH]nc2C)cc1OC
    -6, 10, -3, -5, 0.6, -8, 6, -3, 0.1
COc1ccc(CNc2ccc3c(c2)ncn3-c2ccccc2OC)cc1
    -20, 9, -4, -12, 0.4, -2, -11, -1, 1.0
Cc1ccc(C(=O)NC(=S)Nc2ccc3[nH]c(=O)[nH]c3c2)cc1C
    -7, 0, -4, 3, -0.8, -7, 16, -8, 0.3
CCc1noc(C)c1C(=O)Nc1nc2c(C)cccc2s1
    -15, -2, -3, -8, -2.6, 3, -6, 12, -1.5
Cc1ccc(C(=O)NNC(=O)CSc2nc(N)cc(N)n2)cc1
    -3, 2, -5, -5, 0.6, -7, 10, -8, 0.3
O=c1c2ccccc2nc(/C=C/c2cccc([N+](=O)[O-])c2)n1CCCO
    -29, 3, -12, -5, -1.1, 27, -4, 6, -1.0
CCCCNc1nc2c(c(=O)[nH]c(=O)n2C)n1CCOc1ccccc1
    -25, 9, 4, -3, -1.3, 12, 1, 0, -1.6
COc1ccc(NC(=O)CSc2nnc(N)s2)c([N+](=O)[O-])c1
    5, 4, -1, 1, 0.2, -28, -1, -10, 1.4
O=S(=O)(NCC1CCCO1)c1ccccc1 (stereo not given)
    -3, 1, 1, 0, 1.3, -15, 8, -15, -0.2
C/C(=N\N=C1\NC(=O)C(Cc2ccccc2)S1)c1ccccc1 (stereo not given)
    -24, 4, -27, -2, -0.7, 10, -1, 3, -0.1
COc1cc(-c2nnc(SCC(=O)c3cc(C)n(CC4CCCO4)c3C)o2)cc(OC)c1OC (stereo not given)
    -37, 10, -14, -2, 4.0, 2, 5, 1, 6.7
CS(=O)(=O)N(CCc1ccccc1)CC(=O)N1CCCCCC1
    x, 0, x, -8, x, 23, -2, -1, x
CC(NC(=O)c1cc(Br)ccc1Br)c1ccccc1 (stereo not given)
    -6, 5, -12, x, -2.0, 9, x, x, -2.1
CN(C)/C=N/c1nc2nccc(-c3ccc(F)cc3)n2n1
    -4, 1, 3, -11, -1.1, 15, 5, 3, -0.9
CCOC(=O)CSc1nc2c(sc(=S)n2-c2ccc(OCC)cc2)c(=O)[nH]1
    -12, 2, -9, -1, -1.9, -21, 9, -12, 0.1
COC(=O)c1cc(C#N)c(OC)nc1C
    -6, 10, -6, -5, 0.8, 13, -1, -2, 0.5
Cc1cccc(C(=O)N[C@@H]2c3ccccc3C[C@@H]2O)n1
    -11, 9, -10, -5, -1.6, -1, 14, -11, -0.4
CC(=O)N=C(N)Sc1nc2ccccc2[nH]1
    -10, 17, -19, -3, -0.2, -11, 9, -5, -0.3
CCOc1ccc(CN2C(=O)c3ccccc3C2=O)cc1C(=O)O
    -12, 3, -5, -2, 0.4, -13, 8, -7, -1.4
CN(C)C(CNC(=O)CCNC(=O)c1ccc(Br)cc1)c1ccco1 (stereo not given)
    2, 1, 1, -6, 0.0, -14, 9, -11, -0.5
Cc1c(C(=O)Nc2ccccc2F)cnn1-c1ccccc1
    -2, 5, -6, 0, 4.6, 17, 9, -14, 4.8
O=C(COC(=O)c1ccc(Cl)nc1)Nc1ccc2c(c1)OCCO2
    -19, -1, 6, -4, -1.2, -9, 8, -10, 0.6
c1ccc(-c2ccccc2OCCCN2CCCC2)cc1
    -9, 6, -5, -9, 0.4, -7, -17, 8, 2.3
O=C(NC1CCCCC1)C(c1ccnc2ccccc12)N1CCOCC1 (stereo not given)
    x, 4, x, -6, x, 2, -2, -15, x
CCc1ccc(-c2cc(C)no2)cc1S(=O)(=O)N1CCOc2ccc(C)cc21
    -9, -1, -11, -2, -0.1, -20, 2, -9, -0.7
COc1ccc(Cl)cc1NC(=O)CN(C)CC(=O)Nc1ccc(C)cc1Br
    -5, -3, -4, -5, -1.6, -11, 1, -2, 0.2
O=C(Cc1ccc(NC2=NC3CS(=O)(=O)CC3S2)cc1)N1CCN(c2ccc(F)cc2)CC1 (stereo not given)
    0, 1, -6, -4, -0.8, -1, 6, -5, -0.3
CCc1nnc(NC(=O)CN2C(=O)N(C)C3(CCCCC3)C2=O)s1
    -19, 0, -3, -1, 0.5, 0, 13, -16, 1.3
CC(C)(C)N(CC(=O)NC1CCCCC1)C(=O)CS(=O)CC(=O)Nc1ccc(F)cc1 (stereo not given)
    -11, 3, 0, -4, 0.1, -13, 13, -17, 0.2
CCN1C(=O)[C@H]2[C@@H](c3ccc(-c4ccc(C(C)=O)cc4)cc3)N3CCC[C@@]3(C(=O)OC)[C@H]2C1=O
    -3, 23, -20, -2, -0.2, 34, -4, 5, 0.8
Cc1cc(C)n(-c2ncc3c(n2)N(CCO)CCOC3=O)n1
    -23, 5, -7, -2, -1.0, 3, 8, -9, 1.5
CCN(CC)S(=O)(=O)c1cccc(C(=O)N[C@H](C(=O)NC2=NCCS2)C(C)C)c1
    -19, 0, -7, -3, 1.7, -17, 5, -15, 2.6
Nc1c2c(nc3ccn(-c4ccccc4)c(=O)c13)CCCCC2
    -11, 8, -5, -5, 0.3, -7, -4, 4, 0.2
COc1ccc(NC(=O)CSc2nnc(C)c3ccccc23)cc1
    -4, 2, -4, -4, 0.2, 13, 10, -20, 0.1
COC(=O)c1[nH]c2cccc(Cl)c2c1NC(=O)CN1CCN(CCO)CC1
    -6, 12, -5, 0, 0.0, 2, 7, -9, -0.4
COc1ccccc1Nc1nccc(N(C)C)c1C#N
    -5, 4, -3, -10, -0.2, 9, 4, 0, 0.7
Cc1onc(-c2ccccc2)c1C(=O)Nc1nnc(COc2ccc(Cl)cc2)s1
    -9, x, -9, -4, 2.8, x, -3, 2, 2.1
COc1ccc(-c2nn(-c3ccccc3)cc2CNCc2cccnc2)c(F)c1
    -22, 5, -18, -6, -0.2, 1, 7, -11, 0.5
O=C(OCc1ccccc1)c1cc(S(=O)(=O)N2CCCCC2)ccc1N1CCOCC1
    -3, 3, -3, -3, -2.6, 16, 0, 1, -0.5
CCOC(=O)N1CCN(C(=O)c2oc3ccc(S(=O)(=O)N4CCCCC4)cc3c2C)CC1
    -19, 14, -4, -4, 2.8, -4, 8, -13, 3.1
CCOC(=O)CSc1nc2ccsc2c(=O)n1C1CCN(C(=O)OCC)CC1
    -18, x, -9, -2, -0.8, x, 1, -2, -1.3
CC(C)CNC(=O)C1(C)CCCN1C(=O)C(C)(C)Oc1ccc(Cl)cc1 (stereo not given)
    x, 5, x, -4, x, -35, 8, -18, x

Further entries follow.
Each structure is followed by: CHO parental Ca, TAAR1 ag, OXTR potentiator, M1 ag, OXTR ag, TAAR1 antag, M1 PAM, M1 antag, V1aR counter
CC1Cc2nc(SCC(=O)OCc3ccccc3)n(C)c(=O)c2S1 (stereo not given)
    -19, -1, -3, -5, -1.2, -38, -2, -10, -0.3
COc1ccccc1S(=O)(=O)NCc1ccc(C(=O)NC(C)c2ccccn2)cc1 (stereo not given)
    -4, 4, 0, 0, 1.4, -8, 8, 2, 0.3
CC(C)C[C@H]1CN([C@@H](Cc2ccc(O)cc2)CN2CCC[C@@H]2CN2C(=S)NC[C@@H]2Cc2ccccc2)C(=S)N1CC1CCCCC1
    x, -1, x, -5, x, -33, -1, -4, x
CCCNC(=O)N(C)C[C@@H]1Oc2cc(C#C[C@H](C)O)ccc2S(=O)(=O)N([C@H](C)CO)C[C@H]1C
    x, 11, x, -3, x, -30, -8, 10, x
COc1cc(/C=C(\C#N)c2ccccn2)ccc1OCc1ccc(Cl)cc1
    -22, 5, -7, -8, 1.0, 0, 0, -5, 2.7
CN(C)c1ccc(-c2nnc(SCC3CCCO3)n2C)cc1 (stereo not given)
    -8, 6, -18, -2, -1.9, 4, 8, -7, 1.1

3 of the entries above in order of their number in M1 PAM, largest number first.
smiles	M1 PAM
COc1ccccc1S(=O)(=O)NCc1ccc(C(=O)NC(C)c2ccccn2)cc1 (stereo not given)	8
CC(C)C[C@H]1CN([C@@H](Cc2ccc(O)cc2)CN2CCC[C@@H]2CN2C(=S)NC[C@@H]2Cc2ccccc2)C(=S)N1CC1CCCCC1	-1
CCCNC(=O)N(C)C[C@@H]1Oc2cc(C#C[C@H](C)O)ccc2S(=O)(=O)N([C@H](C)CO)C[C@H]1C	-8

Source: PubChem BioAssay (The Scripps Research Institute Molecular Screening Center)
